Source: PubChem BioAssay (Broad Institute)
Statin myotox sup: protects C2C12 myotubes from simvastatin toxicity | ATP luminescence, 48 h; scaled: DMSO 0, geranylgeraniol control 100 | rescue of ATP level, % at 7.49 µM | AID 602340 | hit rate 0.78% among 330,000;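 active = mean ATP rescue above about 67%, or every replicate alone reaching that limit, limit read from the data, passing the limit was not always enough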;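 note: myotubes were challenged with 10 µM simvastatin during compound exposure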
Cneo AK release: Cryptococcus neoformans lysis via adenylate kinase release | C. neoformans lysis, adenylate kinase release luminescence, 4 h; normalised: neutral wells 0, clomiphene wells 100 | lysis activity, % at 15 µM | AID 651654 | hit rate 0.2% among 360,000;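 active = mean lysis activity across replicates of at least 80%, whatever share of replicates individually reach that level; inactive = mean lysis activity below 80%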
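Material: C. neoformans cells | Amount: Yeast cell density of 5 × 10^6 cells/mL | Medium: Fresh YPD growth medium | Dosing: Single dose | Times: Static 4 h at 37 °C with compound, 1 h detection | Detection: AK luminescence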
PGC1a acetyl inh: PGC1a acetylation modulation, inhibitor mode; U2OS PGC1a acetylation, AlphaScreen anti-acetyl-lysine; with virally co-expressed GCN5 acetyltransferase; AID 651687; inhibition, % at 15.6 µM; hit rate 0.17% among 350,000;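 active = every replicate shows inhibition of at least 40%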;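 note: 0% = neutral control wells and 100% = positive control wells; some results beyond the cut were filed as inactive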
ARNT TACC3 PPI: disrupts binding between human ARNT and TACC3 | hit rate 0.66% among 390,000 | Q9Y6A5 | AlphaScreen His-ARNT PAS-B/GST-TACC3 binding, luminescence; TACC3 fragment carries E629A point mutation | inhibition, % at 9.99 µM;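 active = mean inhibition of replicates at least 50% and at least half of replicates each reaching 50%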;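 note: 0% = complete ARNT plus TACC3 wells and 100% = ARNT alone without TACC3; many hits fall short of the cut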
PglD inh: blocks C. jejuni PglD acetyltransferase activity. inhibition, % at 12.5 µM. AID 602405. purified PglD enzyme, DTNB colorimetric CoA detection. hit rate 0.098% among 360,000; in the data active = inhibition above about 16%, passing the limit was not always enough; note: strong numbers were not always called active
PAX8 inh HTS: PAX8 transcriptional activity inhibition; RMG-I TPO-luciferase reporter, SteadyGlo, 24 h; inhibition, % at 12.6 µM; hit rate 1.2% among 360,000; AID 652154;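 active = mean replicate inhibition at least 60% with every replicate also reaching 60%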;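 note: luciferase light reporting Pax8 driven TPO promoter activity; plate controls were median of neutral control wells for no effect and mitoxantrone controls for full effect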
LGR2 inh: blocks bursicon-induced cAMP signaling via Drosophila LGR2. hit rate 0.35% among 380,000. inhibition, % at 9.99 µM. HEK293 LGR2, CRE-luciferase, bursicon-stimulated, 4 h. AID 720647;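 active = drop in luminescence signal, shown as inhibition above about 50% in the replicate tests, limit read from the data, passing the limit was not always enough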;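 note: agonist challenge used bursicon conditioned medium at about half maximal strength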
GSIS activator: primary screen for activators of insulin secretion dependent on glucose, INS-1E cells, GLuc reporter luminescence. INS-1E GLuc reporter insulin secretion, 2-3 h. activation, % at 16.6 µM. hit rate 0.61% among 370,000. AID 743287;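 active = lowest replicate activation of at least 40%, so every replicate reaches that level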;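 note: 0% = median of neutral control wells and 100% = median of IBMX positive control wells; some compounds called inactive have numbers as strong as hits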
Active calls of the source: *; . = no result given; & = joins results of further samples.

SMILES	Statin myotox sup	Cneo AK release	PGC1a acetyl inh	ARNT TACC3 PPI	PglD inh	PAX8 inh HTS	LGR2 inh	GSIS activator
C[C@H]1CN([C@@H](C)CO)C(=O)c2cccc(NC(=O)c3cnccn3)c2O[C@@H]1CN(C)S(=O)(=O)c1ccc(F)cc1	-10	1	1	-3	-4	.	6	23
COc1ccc(-c2nnc(NC(=O)c3cccs3)s2)c(OC)c1	-8	-1	7	5	6	-7	-11	.
CCNC(=O)C[C@@H]1CC[C@H]2[C@H](COc3ccc(NC(=O)Nc4ccc(F)cc4)cc3C(=O)N2C)O1	-35	5	-4	-13	0	4	-20	-9
O=C1SCCC1NS(=O)(=O)c1ccccc1[N+](=O)[O-] (stereo unspecified)	.	.	1	-1	.	38	-17	-12
CO[C@@H]1CN(C)C(=O)c2cc(NC(=O)Nc3ccccc3F)ccc2OC[C@@H](C)N(C(=O)Nc2ccccc2F)C[C@H]1C	-9	52	2	0	-1	-8	2	-13
COc1ccccc1/C=C/C(=O)OCC(=O)N1CCN(S(=O)(=O)c2ccc(C)cc2C)CC1	10	-2	.	-4	-3	13	10	-46
CO[C@@H]1CN(C)C(=O)c2ccc(NC(=O)c3cc(C)on3)cc2OC[C@@H](C)N(C)C[C@@H]1C	-5	-3	1	1	-2	6	-5	29
COc1ccc(C(C(=O)NC(C)(C)C)N(C(=O)CCC(=O)Nc2cc(C)on2)c2c(C)cccc2C)cc1 (stereo unspecified)	.	0	-12	-7	-4	-4	-27	-29
CCSc1ccc([C@@H]2[C@H]3C(=O)N(CC)C(=O)[C@H]3[C@]3(C(=O)OC)CCCCN23)cc1	-3	2	-3	5	1	-4	0	-25
COc1ccc(S(=O)(=O)Nc2ccc3c(c2)C(=O)N([C@H](C)CO)C[C@@H](C)[C@H](CN(C)C(=O)Nc2ccccc2)OCCCC[C@@H](C)O3)cc1	.	2	-16	-6	-1	10	15	-22
O=C(Nc1ccc(Cl)c(Cl)c1)N1N=CCC1c1ccccc1 (stereo unspecified)	.	.	-11	-14	.	-10	-13	-5
COc1cc(NC(=O)c2ccc(F)cc2)c(OC)cc1NC(=O)CN1CCOCC1	.	.	-13	-25	.	-10	5	4
Cc1ccc(CN2CCC[C@]3(N[C@H](c4ccc(C(F)(F)F)cc4)[C@@H]4C(=O)N(C)C(=O)[C@@H]43)C2=O)cc1	-10	1	-4	.	-8	-17	-21	-10
Cc1ccc2nc3n(c(=O)c2c1)-c1cc2ccccc2cc1C(=O)NC3Cc1ccccc1 (stereo unspecified)	-39	-1	-8	.	-6	55	9	.
COc1ccccc1NS(=O)(=O)c1ccc(C)c(C(=O)NCC2CCCO2)c1 (stereo unspecified)	5	1	10	1	4	3	.	.
COc1cc(/C=N\NC(=O)c2ccc(-c3ccccc3)cc2)ccc1OCC(N)=O	-36	1	.	-20	5	50	-14	-1
COC(=O)c1sccc1NC(=O)CSc1ccccc1NS(=O)(=O)c1ccccc1Cl	0	-1	-6	4	4	.	.	-20
COc1ccc(S(=O)(=O)Nc2ccc(NC(C)=O)cc2)cc1Cl	.	.	4	-5	.	5	-4	-9
CCOC(=O)Nc1ccc2c(c1)N(C(=O)CN1CCN3CCCC3C1)c1ccccc1CC2 (stereo unspecified)	1	0	.	-3	0	-15	.	.
CCCC(=O)Nc1ccc2c(c1)OC[C@@H](C)N(CCC)C[C@H](C)[C@@H](OC)CN(C)C2=O	0	39	-9	-5	4	1	16	10
O=C(COc1cccnc1[N+](=O)[O-])c1c[nH]c2ccccc12	14	-3	1	-3	3	-10	-9	4
Cc1ccc(C2=NNC(C(O)C(O)C(O)CO)S2)cc1 (stereo unspecified)	.	1	-13	.	1	.	-34	-2
COc1ccc(C(=O)NCc2ccc(C(=O)O)o2)cc1	0	-1	.	-10	5	11	1	-8
Cc1ccc(C(=O)NC(=S)NNC(=O)c2cccc([N+](=O)[O-])c2)cc1	-24	-3	25	11	-2	-5	0	3

18 entries out of the list, arranged by molecular weight, falling:
SMILES	Statin myotox sup	Cneo AK release	PGC1a acetyl inh	ARNT TACC3 PPI	PglD inh	PAX8 inh HTS	LGR2 inh	GSIS activator
COc1ccc(S(=O)(=O)Nc2ccc3c(c2)C(=O)N([C@H](C)CO)C[C@@H](C)[C@H](CN(C)C(=O)Nc2ccccc2)OCCCC[C@@H](C)O3)cc1	.	2	-16	-6	-1	10	15	-22
CO[C@@H]1CN(C)C(=O)c2cc(NC(=O)Nc3ccccc3F)ccc2OC[C@@H](C)N(C(=O)Nc2ccccc2F)C[C@H]1C	-9	52	2	0	-1	-8	2	-13
COc1ccc(C(C(=O)NC(C)(C)C)N(C(=O)CCC(=O)Nc2cc(C)on2)c2c(C)cccc2C)cc1 (stereo unspecified)	.	0	-12	-7	-4	-4	-27	-29
COC(=O)c1sccc1NC(=O)CSc1ccccc1NS(=O)(=O)c1ccccc1Cl	0	-1	-6	4	4	.	.	-20
COc1ccccc1/C=C/C(=O)OCC(=O)N1CCN(S(=O)(=O)c2ccc(C)cc2C)CC1	10	-2	.	-4	-3	13	10	-46
CO[C@@H]1CN(C)C(=O)c2ccc(NC(=O)c3cc(C)on3)cc2OC[C@@H](C)N(C)C[C@@H]1C	-5	-3	1	1	-2	6	-5	29
CCCC(=O)Nc1ccc2c(c1)OC[C@@H](C)N(CCC)C[C@H](C)[C@@H](OC)CN(C)C2=O	0	39	-9	-5	4	1	16	10
Cc1ccc2nc3n(c(=O)c2c1)-c1cc2ccccc2cc1C(=O)NC3Cc1ccccc1 (stereo unspecified)	-39	-1	-8	.	-6	55	9	.
CCSc1ccc([C@@H]2[C@H]3C(=O)N(CC)C(=O)[C@H]3[C@]3(C(=O)OC)CCCCN23)cc1	-3	2	-3	5	1	-4	0	-25
COc1ccccc1NS(=O)(=O)c1ccc(C)c(C(=O)NCC2CCCO2)c1 (stereo unspecified)	5	1	10	1	4	3	.	.
COc1cc(/C=N\NC(=O)c2ccc(-c3ccccc3)cc2)ccc1OCC(N)=O	-36	1	.	-20	5	50	-14	-1
Cc1ccc(C(=O)NC(=S)NNC(=O)c2cccc([N+](=O)[O-])c2)cc1	-24	-3	25	11	-2	-5	0	3
COc1ccc(S(=O)(=O)Nc2ccc(NC(C)=O)cc2)cc1Cl	.	.	4	-5	.	5	-4	-9
O=C(Nc1ccc(Cl)c(Cl)c1)N1N=CCC1c1ccccc1 (stereo unspecified)	.	.	-11	-14	.	-10	-13	-5
O=C1SCCC1NS(=O)(=O)c1ccccc1[N+](=O)[O-] (stereo unspecified)	.	.	1	-1	.	38	-17	-12
Cc1ccc(C2=NNC(C(O)C(O)C(O)CO)S2)cc1 (stereo unspecified)	.	1	-13	.	1	.	-34	-2
O=C(COc1cccnc1[N+](=O)[O-])c1c[nH]c2ccccc12	14	-3	1	-3	3	-10	-9	4
COc1ccc(C(=O)NCc2ccc(C(=O)O)o2)cc1	0	-1	.	-10	5	11	1	-8

The list continues:
SMILES	Statin myotox sup	Cneo AK release	PGC1a acetyl inh	ARNT TACC3 PPI	PglD inh	PAX8 inh HTS	LGR2 inh	GSIS activator
O=C(NCc1cccnc1)Nc1cccc(Cl)c1	-6	-2	.	-5	5	-9	-8	-3
CC(=O)CSc1nc(C(F)(F)F)cc(=O)n1-c1ccccc1	151*	-1	0	-3	2	.	.	.
CCC1(CC)NC(=O)N(CC(=O)N2CCN(c3ccccc3F)CC2)C1=O	-13	-2	9	0	4	3	5	10
COc1ccc(N2CC(O)=C(c3nc(-c4ccc(Br)cc4)cs3)C2=N)cc1	.	.	1	0	.	11	-17	2
COc1cc(C(c2c(C)[nH][nH]c2=O)c2c(C)[nH][nH]c2=O)ccc1OCc1ccc([N+](=O)[O-])cc1	17	-1	.	-49	-3	.	.	.
COc1ccc(C2/C=C\CN(C(=O)c3ccccc3)CC(=O)N2Cc2cccc(F)c2)cc1 (stereo unspecified)	-16	1	3	10	1	28	-6	3
CC(C)/C=N/NC(=O)c1ccc(Cl)cc1	.	1	-5	1	-5	-17	22	-1
CC1=C(C)C(=O)N(C(C)CCc2ccccc2)C1=O (stereo unspecified)	1	0	5	-2	-10	2	-4	14
Oc1ccc(/C=N/Nc2ccc(Cl)nn2)c(O)c1O	19	1	.	55*	7	13	8	11
O=C(CN1C(=O)C2CCCCC2C1=O)Nc1cc([N+](=O)[O-])ccc1F (stereo unspecified)	-6	2	.	-2	-3	6	5	4
COc1ccc(/C=N/NC(=O)c2cc(C)oc2C)cc1OC	0	.	.	-4	.	-20	-24	.
O=c1ccc2cc(S(=O)(=O)N3CCN(c4ccccc4F)CC3)ccc2o1	.	-1	-10	5	3	9	-8	-11
COc1ccc(C(=O)NCCSCc2ccccc2Cl)cc1OC	34	-2	-1	7	3	-22	-14	-5
CCOc1ccc(NS(=O)(=O)c2ccc3[nH]cc(C(=O)NC(C)CC)c(=O)c3c2)cc1 (stereo unspecified)	.	1	-22	-1	-5	12	.	.
O=C(COc1ccc(S(=O)(=O)N2CCOCC2)cc1Cl)NCc1ccc2c(c1)OCO2	1	-1	-3	.	2	-2	-10	.
C=CCn1c(=N)n(CC(=O)OC)c2ccccc21	.	0	2	-1	3	.	.	.
CCOc1ccccc1/C=N/NC(=O)CNC(=O)c1ccc(S(=O)(=O)N2CCOCC2)cc1	.	2	.	-3	-4	7	.	.
CCCNC(=O)C1(C)CCN(C(=O)c2ccccc2F)C1 (stereo unspecified)	5	0	6	.	-2	1	3	-8
COc1ccc(O)c(C(=O)c2cc(C#N)c(=O)n(Cc3ccccc3)c2)c1	.	.	9	8	.	15	-14	-15
COc1ccc(N2CCN(C(=O)COc3ccc4c(C)cc(=O)oc4c3)CC2)cc1	6	-2	11	6	3	1	-5	8
Cc1ccc2c(CN3CCN(S(=O)(=O)c4ccccc4C(F)(F)F)CC3)cc(=O)oc2c1	-17	1	-3	10	2	26	7	10
O=C(CNC(=O)c1nn(Cc2ccccc2)c(=O)c2ccccc12)Nc1ccc(F)c(F)c1F	-5	0	-7	-4	1	-2	-1	-7
COc1ccc(/C=C/c2c([N+](=O)[O-])c(=O)n(C)c(=O)n2C)c(OC)c1OC	.	.	5	-3	.	8	26	13
Cc1ccc(NC(=O)CN(C)C2CCCCC2)cc1Br	-17	0	-8	-5	-3	2	-9	-23
O=C(CNS(=O)(=O)c1cccs1)NCc1ccc(F)cc1	.	.	.	-5	.	2	18	-3
CC1(C(=O)Nc2ccc3c(c2)OCO3)CCN1Cc1cccc2c1OCO2 (stereo unspecified)	5	0	-3	.	-2	-12	-12	22
COc1cccc(S(=O)(=O)Nc2ccc3c(c2)[C@H]2C[C@@H](CC(=O)N(C)C)O[C@@H](CO)[C@H]2O3)c1	3	13	-5	-3	-3	.	2	11
O=C(C[n+]1ccc(Cc2ccccc2)cc1)Nc1ccccc1	.	.	7	-8	.	-17	-25	8
CC(C)CC(=O)NC(=S)Nc1cccc2nsnc12	.	1	4	-5	7	-30	1	-1
O=S1(=O)N=C(N/N=C/c2ccccn2)c2ccccc21	.	.	.	59*	.	-7	3	12
Cc1ccc(C(C)C)cc1OCC(=O)N1CCN(C(=O)c2ccco2)CC1	-19	-1	-22	-6	-1	8	2	6
CN(CC(=O)Nc1ccccc1Oc1ccccc1)Cc1ccccc1F	-2	.	.	-14	.	12	16	-16
O=C(C[C@@H]1C=C[C@H](NS(=O)(=O)c2ccccc2F)[C@@H](CO)O1)NCCCN1CCOCC1	-3	-1	1	-5	1	3	-1&-20	-7&9
CO[C@H]1CN(C)C(=O)c2ccc(NS(=O)(=O)c3ccccc3)cc2OC[C@@H](C)NC[C@H]1C	-4	6	-2	-3	3	.	-4	-2
